Screening results deposited in PubChem BioAssay by several laboratories.
NF-kB expr up – activators of NF-kB expression in neurons, primary screen, cell-based, HTS; human neuronal cells, NF-kB reporter expression; stronger effect = higher value; fold change at 12.5 µM; 190,000 compounds, 1.6% hits; AID 1239, 2008; in the data active = fold change above about 3.3
Diaphorase act – compounds boosting diaphorase resazurin reduction – biochemical, uHTS, resorufin fluorescence, counter-screen for diaphorase-coupled primary assays, primary screen | Diaphorase/resazurin coupled assay, 16 min; stronger effect = higher value; 1 = vehicle wells, 0 = NADH-free wells | activation factor at 20 µM | 190,000 compounds, 0.005% hits;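 active = diaphorase activity raised at least twofold by the compound at 20 µM; inactive = activation factor below 2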
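Test system: Clostridium kluyveri diaphorase, purified enzyme. Buffer or medium: 50 mM HEPES pH 7.4 buffer plus MgCl2 and Tween 20. Also added: 0.114 mM NADH and 0.1 mM resazurin, final amounts. Dosing: compound 20 µM once, DMSO 1%. Schedule: 16 min enzyme reaction, ambient temperature. Detection: fluorescence of resorufin, 544 nm excitation, 590 nm emission.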
STAT1 act – STAT1 signaling activators, primary screen, cell-based, HTS, luciferase reporter. 200,000 compounds, 2.6% hits. AID 932, 2007. NIH 3T3 STAT1-luciferase reporter, IFN-gamma, luminescence; 100% = IFN-gamma alone, no compound. activation (% of control), % at 5.5 µM;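 active = activation above the screen-wide mean activation plus 3 SD, cut at about 130% in these data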;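 note: raw ratio to IFN-gamma control signal so 100% means no change and 0% no light; values of inactives mirror those of a sister screen read the other way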
FLuc inhib CS – firefly luciferase enzyme inhibitors, primary screen, artefact control for luciferase-based inhibitor screens, biochemical, luminescence, ATPLite; Luciferin 4-monooxygenase (Photinus pyralis), P08659; 10 min; inhibition, % at 10 µM; 200,000 compounds, 1.5% hits;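 active = inhibition above about 50% when tested at 10 µM, limit read from the data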
Target sequence (P08659 whole entry, looked up): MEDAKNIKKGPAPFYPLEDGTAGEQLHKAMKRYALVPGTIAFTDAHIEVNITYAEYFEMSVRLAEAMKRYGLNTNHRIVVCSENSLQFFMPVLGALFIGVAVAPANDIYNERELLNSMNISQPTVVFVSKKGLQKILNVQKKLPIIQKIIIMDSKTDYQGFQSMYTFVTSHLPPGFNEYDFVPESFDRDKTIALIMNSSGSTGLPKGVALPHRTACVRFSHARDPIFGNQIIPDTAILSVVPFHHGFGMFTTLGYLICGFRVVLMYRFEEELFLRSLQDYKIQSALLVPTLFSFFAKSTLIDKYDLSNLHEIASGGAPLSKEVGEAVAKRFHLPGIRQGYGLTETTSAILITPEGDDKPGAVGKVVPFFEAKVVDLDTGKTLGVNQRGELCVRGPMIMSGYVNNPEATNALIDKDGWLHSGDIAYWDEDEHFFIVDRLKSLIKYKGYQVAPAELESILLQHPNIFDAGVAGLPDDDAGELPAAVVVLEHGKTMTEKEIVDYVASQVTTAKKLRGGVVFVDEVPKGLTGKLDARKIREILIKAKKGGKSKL
APP 5'UTR act – activators of APP 5'UTR luciferase reporter, primary screen, SH-SY5Y cells; SH-SY5Y APP 5'UTR luciferase reporter, luminescence; zero percent = DMSO vehicle wells; activation, % at 2 µM; 190,000 compounds, 1% hits; AID 1276, 2008;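 active = activation above a set limit, based on mean plus 3 SD of controls, cut at about 140% in these data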; note: values of inactives mirror those of a sister screen read the other way
Diaph inh CS – diaphorase inhibitors and chemical oxidizers, primary screen, counter-screen for diaphorase-coupled primary assays, biochemical, uHTS, resorufin fluorescence. diaphorase resazurin-to-resorufin fluorescence, NADH, 16 min; bacterial (C. kluyveri) enzyme, not human. inhibition, % at 20 µM. 190,000 compounds, 0.69% hits;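 active = primary screen inhibition at 20 µM above a set limit, cut at about 50% in these data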;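 note: plate controls were DMSO with full reaction for no effect and wells lacking NADH for full effect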
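Test system: Clostridium kluyveri diaphorase enzyme / Quantity: diaphorase at 0.14 U/mL in enzyme working solution / Incubation: 16-min room-temperature incubation before reading / Benchmarks: NADH-free wells as positive control, DMSO-only neutral wells / Signal: resorufin fluorescence 544/590 nm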
FLuc stim CS – FLuc activators, initial screening, artefact control for FLuc-dependent activation tests, biochemical, ATPlite luminescence; Luciferin 4-monooxygenase (Photinus pyralis), P08659; ATPlite luciferase biochemical, 10 min; 0 = ATP-free wells, 1 = DMSO control; activation factor at 10 µM; 200,000 tested, under 10 active; AID 1027, 2008;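 active = luciferase activation factor, scaled between plate controls, of at least 2 with compound at 10 µM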
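Material: luciferase plus luciferin reagent, cell-free. Medium: PBS buffer for ATP. Also added: ATP substrate, dispensed from a 10.24 µM working solution in PBS. Doses: test compounds dosed from 2 mM stocks in 100% DMSO. Incubation: 10 min post-reagent at room temperature. Technique: light output (luminescence). Read-out basis: luminescence gain marking luciferase activators.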
G6PDH counter – L. mesenteroides G6PDH inhibitors, counter-screen for G6PDH-coupled screening assays, biochemical, Leuconostoc mesenteroides enzyme | glucose-6-phosphate dehydrogenase [Leuconostoc mesenteroides] | Purified L. mesenteroides G6PDH, diaphorase/resazurin coupled fluorescence, 45 min | inhibition, % at 5 µM | 200,000 compounds, 0.12% hits; in the data active = inhibition above about 50%
APP 5UTR inh – inhibitors of APP translation via 5'UTR reporter, primary screen, APP 5'UTR luciferase, SH-SY5Y cells; SH-SY5Y APP 5'UTR-luciferase reporter, luminescence; inhibition, % at 2 µM; 190,000 compounds, 0.82% hits; AID 1285, 2008;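 active = inhibition above a set limit, derived from the sample mean plus 3 SD, cut at about 45% in these data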; note: values of inactives mirror those of a sister screen read the other way
TLR4 MyD88 comp – inhibitors of TLR4-MyD88 association in cells, primary screen, cell-based, HeLa CL3-4, BLA complementation, FRET ratio; Toll-like receptor 4 (Homo sapiens) + Myeloid differentiation primary response protein …; inhibition, % at 8.4 µM; HeLa CL3-4 TLR4/MyD88 BLA complementation; 200,000 compounds, 0.18% hits; in the data active = inhibition above about 25%;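 note: 0% = vehicle and 100% = reference inhibitor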
Numbers without * were called inactive; x = no result given.

SMILES	NF-kB expr up	Diaphorase act	STAT1 act	FLuc inhib CS	APP 5'UTR act	Diaph inh CS	FLuc stim CS	G6PDH counter	APP 5UTR inh	TLR4 MyD88 comp
CC(C)(C)c1csc(NC(=O)c2ccc(Cl)s2)n1	3.58*	1	137.4*	0.1	87.3	-1.7	1	5.3	-87.3	-3.0
COc1cc(NC(=S)NC2CC2)c(OC)cc1Cl	1	0.9	97.1	-3.9	8.2	6.2	1	1.8	-8.2	-9.7
O=C(COC(=O)CNC(=O)c1ccc(F)cc1)Nc1cccc(S(=O)(=O)N2CCCC2)c1	1.55	0.9	98.1	-2.8	11.8	14.4	1	1.8	-11.9	-15.0
CC1CCCN(CCCCOc2cccc(Br)c2)C1 (stereo not drawn)	1.05	1	101.2	-3.1	21.3	-3.7	1	0.7	-21.3	-6.8
Cn1nc(C(F)(F)F)c(C(=O)Nc2ccc(Cl)cc2)c1Cl	1.15	1	105.8	-6.3	-11.6	4.3	1.1	8.5	11.6	9.3
Cc1cccc(C)c1NC(=S)N/N=C/c1ccc(OCCC(C)C)cc1	1.53	0.8	105.4	-7.1	x	18.5	1.1	1.7	x	-3.1
CCCCc1cc(=O)oc2cc(OCC(=O)N(CC)CC)c(Cl)cc12	1.1	0.9	97.1	-1.1	22.4	10.7	1	-19.4	-22.4	-7.9
O=C(COC(=O)c1ccco1)Nc1ccccc1	1.28	0.8	105.8	-1.9	1.6	21.3	1	4.3	-1.6	-6.8
Cc1ccc(C(=O)NC(C)c2ccc3c(c2)OCO3)s1 (stereo not drawn)	1.19	0.9	88.9	-4.8	15.5	6.3	1	1.3	-15.5	-12.9
Cc1cc(N2CC(=O)N(CCc3ccccc3)C(=O)C2)n2ncnc2n1	0.95	0.9	96.2	-4.9	-2.7	13.0	1	0.7	2.7	-2.2
Cc1cccc2nc(-c3cccnc3)c(NCCC(C)C)n12	1.12	0.8	104.8	-7.5	13.8	17.2	1.1	10.9	-13.8	14.7
CC1CC(C)CN(CCC(=O)Nc2ccc3c(c2)CCC3)C1 (stereo not drawn)	0.9	0.9	103.0	-2.2	-6.5	6.9	1	13.4	6.5	12.6

Just NF-kB expr up, Diaph inh CS and TLR4 MyD88 comp (2 entries from above):
SMILES | NF-kB expr up | Diaph inh CS | TLR4 MyD88 comp
Cc1cccc(C)c1NC(=S)N/N=C/c1ccc(OCCC(C)C)cc1 | 1.53 | 18.5 | -3.1
CC(C)(C)c1csc(NC(=O)c2ccc(Cl)s2)n1 | 3.58* | -1.7 | -3.0

Next compounds
SMILES	NF-kB expr up	Diaphorase act	STAT1 act	FLuc inhib CS	APP 5'UTR act	Diaph inh CS	FLuc stim CS	G6PDH counter	APP 5UTR inh	TLR4 MyD88 comp
Cc1ccc(-c2[nH]nc3c2C(c2ccoc2)C(C#N)=C(N)O3)cc1C (stereo not drawn)	1.14	0.6	86.3	-7.1	13.5	36.4	1.1	21.9	-13.5	-5.1
COc1ccc(/C=N/NC(=O)c2ccccc2)cc1OS(=O)(=O)c1ccccc1	0.74	0.9	94.4	-2.1	-1.8	13.1	1	-5.2	1.8	-3.8
C=CCn1c(=NC(=O)CN2C(=O)CCC2=O)sc2cc(S(N)(=O)=O)ccc21	1.02	0.8	91.3	0.5	9.9	17.4	1	12.9	-9.9	-14.3
C(=C\c1ccccc1)/C=N/n1cnnc1	0.95	0.9	101.1	-6.1	8.5	6.0	1.1	0.2	-8.5	-0.8
C=CCn1c(C(c2ccccc2)c2ccccc2)n[nH]c1=S	1.19	0.8	94.6	1.8	9.3	17.6	1	14.9	-9.3	6.2
Cc1ccc2nc3c(cc(C#N)c(=N)n3CCCN3CCOCC3)c(=O)n2c1	x	x	100.4	x	17.7	x	x	x	-17.7	6.1
O=C(Nc1cccc(F)c1)c1ccc(Cn2cc([N+](=O)[O-])cn2)o1	1.27	0.9	82.5	-1.9	-7.0	8.0	1	2.5	7.0	-23.1
CCOc1ccccc1NC(=O)CSc1nnc2ccc(-c3ccncc3)nn12	0.84	0.9	97.7	-4.0	-0.2	6.9	1	0.8	0.2	-11.1
N#C/C(=C(/O)c1ccc(F)cc1)c1nc2ccccc2s1	1.73	0.8	112.3	39.6	39.1	15.0	0.6	1.3	-39.1	-14.9
CCN(CC)C(=O)CN1C(=O)C(=O)c2ccccc21	1.04	1.1	101.2	-1.3	-20.5	-6.6	1	18.5	20.5	4.1
CC1(C)NC(=O)N(CC(=O)OCC(=O)Nc2cccc(S(N)(=O)=O)c2)C1=O	0.87	1	101.5	0.1	2.0	-1.2	1	5.0	-2.0	-3.9
CCn1cc(C2=NC(CCSC)CO2)c2ccccc21 (stereo not drawn)	1.24	0.8	105.8	-3.1	-9.3	18.6	1	-8.3	9.3	0.1
Cc1c(N=Cc2ccccn2)c(=O)n(-c2ccccc2)n1C	1.11	0.9	95.5	-10.5	-14.5	6.0	1.1	1.5	14.5	-4.8
CCOC(=O)Nc1ccc(C)cc1Br	1.09	0.9	100.1	-3.2	0.0	6.6	1	4.2	0.0	-9.4
CCNc1nc(NC(C)C)nc(OCCOC(=O)Nc2ccccc2)n1	1.06	0.9	93.3	-4.7	12.7	10.4	1	5.1	-12.7	-4.6
Cc1ccc(NC(=O)C(C)OC(=O)CCNS(=O)(=O)c2ccc(C)cc2)cc1 (stereo not drawn)	1	0.9	83.5	-8.4	10.2	13.6	1.1	8.6	-10.2	-2.0
COc1cccc2c1OC1(C)CC2NC(=O)N1c1cccc(C(=O)N2CCN(c3ccccc3)CC2)c1 (stereo not drawn)	0.85	1	100.3	-7.2	-5.5	2.9	1.1	9.3	5.5	9.9
N#CNC(=Nc1cccc(F)c1)SCc1ccccc1F	0.54	0.9	99.7	-1.3	4.7	9.6	1	14.9	-4.7	3.4
COC(=O)/C=C/S(=O)(=O)c1ccc(NC(C)=O)cc1	0.89	0.9	88.9	-5.9	-83.3	6.1	1.1	9.7	83.3*	-13.1
NC(=O)COc1ccc(=O)n(-c2ccccc2)n1	1.05	1.1	98.8	-0.7	13.6	-7.3	1	9.4	-13.6	-2.9
C/C(Nc1ccc(F)cc1)=C(/C#N)C(N)=O	1.14	0.9	90.6	-1.7	10.9	5.6	1	3.3	-10.9	4.2
Cc1cc(C(=O)CCl)c(C)n1Cc1ccco1	x	0.9	85.0	3.9	-18.3	8.9	1	2.2	18.3	-11.0
CCOC(=O)C1CCCN(C(=S)Nc2ccc(OC)cc2)C1 (stereo not drawn)	1.43	0.9	97.3	-7.7	-9.9	11.3	1.1	10.4	9.9	-32.3
CCn1c(N)c(C(=O)NCC2CCCO2)sc1=S (stereo not drawn)	1.01	1.1	99.8	-2.7	-8.7	-6.7	1	3.4	8.7	-1.6
Cc1ccccc1-c1nc(CN2CCC(C(=O)NCc3cccnc3)CC2)c(C)o1	1.21	1	93.8	-0.7	-15.8	-1.1	1	-9.5	15.8	-5.0
COc1cc(/C=N\Nc2ccc([N+](=O)[O-])cn2)ccc1OCC(=O)O	1.24	0.7	98.0	-1.6	-1.6	28.1	1	1.9	1.6	5.4
COc1cc(C2/C(=C(/O)c3ccccc3)C(=O)C(=O)N2c2ccccn2)ccc1O (stereo not drawn)	1.14	0.9	111.1	-2.5	-2.0	6.7	1	12.2	2.0	-3.1
O=C(COc1ccc(F)cc1)N1c2ccccc2CCc2ccccc21	1.17	0.9	108.5	-2.9	6.0	9.7	1	-6.9	-6.0	-5.3
O=C1C(NS(=O)(=O)c2cccs2)=C(N2CCN(c3cccc(C(F)(F)F)c3)CC2)C(=O)c2ccccc21	0.6	0.7	100.3	-6.1	4.1	25.5	1.1	18.9	-4.1	-8.6
Nc1nc(N)nc(-c2ccccc2)n1	1.17	0.9	100.9	-6.7	4.5	12.5	1.1	-6.8	-4.5	-1.3
Cc1cccc(C2Nc3ccccc3C(=O)N2NC(=O)c2ccc([N+](=O)[O-])cc2)n1 (stereo not drawn)	1.05	0.9	105.3	-3.8	9.8	8.9	1	1.8	-9.8	-5.2
O=C(COC(=O)C1CC(=O)N(Cc2ccccc2)C1)Nc1ccc(Cl)cc1F (stereo not drawn)	1.23	0.9	102.5	-2.6	10.2	8.1	1	4.6	-10.2	-1.1
O=C(Nc1ccc(N2CCOCC2)nc1)c1ccc(C(F)(F)F)cc1	0.95	0.9	102.1	-1.6	4.9	9.7	1	3.9	-4.9	3.8
CN1CCN(/N=C/c2ccc(Cl)c(Cl)c2)CC1	1.22	0.9	121.7	-2.7	97.7	9.0	1	2.4	-97.7	-25.2
Nc1nncn1C(=O)c1ccc(Cl)cc1Cl	1.32	0.9	88.8	-5.4	6.3	10.4	1.1	9.0	-6.3	6.0
Cc1ccc(S(=O)(=O)n2c3ccc(F)cc3c3nc(C)sc32)cc1	0.83	0.9	94.2	0.4	7.1	13.7	1	8.3	-7.1	-3.9
COc1ccc(C(CC(=O)Nc2ccccc2OC)n2cccc2)cc1 (stereo not drawn)	0.5	1	98.2	2.9	7.7	2.2	1	13.8	-7.7	3.2
COc1cccc2sc(N(CCCN(C)C)C(=O)C(c3ccccc3)c3ccccc3)nc12	0.93	1.1	102.2	-3.6	7.0	-10.5	1	-4.6	-7.0	2.7
C=CCn1c(SCC(=O)OC)nc2sc3c(c2c1=O)CCN(C)C3	1.04	0.8	100.1	-4.0	-2.1	18.0	1	-48.8	2.1	1.3
CC1C(=O)CC(c2ccco2)NC1c1ccco1 (stereo not drawn)	0.94	1	104.7	-6.2	3.9	-3.6	1.1	1.1	-3.9	12.1
COc1ccc(-c2nnc(SCC(=O)Nc3ccc4c(c3)OCCO4)n2N)cc1OC	1.71	0.9	96.5	-4.2	7.4	9.1	1	0.8	-7.4	-13.3
COc1ccc(CCNC(=O)CN2CCN(Cc3ccc(F)cc3)C2=O)cc1OC	1.11	1	95.3	-2.6	4.8	0.7	1	2.6	-4.8	-2.2

Ordered by the number under FLuc stim CS (high to low): three of the compounds above
smiles | FLuc stim CS
Cc1ccc(NC(=O)C(C)OC(=O)CCNS(=O)(=O)c2ccc(C)cc2)cc1 (stereo not drawn) | 1.1
O=C(COC(=O)CNC(=O)c1ccc(F)cc1)Nc1cccc(S(=O)(=O)N2CCCC2)c1 | 1
N#C/C(=C(/O)c1ccc(F)cc1)c1nc2ccccc2s1 | 0.6
